High-throughput results as filed in PubChem BioAssay.
MCL1-BIM inh = disrupts human MCL1 binding to BIM-BH3 peptide; Q07820; GST-MCL1 / FITC-Bim-BH3 fluorescence polarization; inhibition, % at 10.9 µM; 320,000 compounds, 0.68% hits; AID 2057;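 active = inhibition above the mean inhibition of all tested compounds plus 3 SD, set per campaign, cut at about 40% in these data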;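 also: 0% = DMSO wells and 100% = unlabeled Bim-BH3 peptide control; higher means more loss of mP so more displacement of Bim peptide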
GLD-1 TGE inh = GLD-1-TGE RNA interaction inhibition (C. elegans); Q17339; purified GLD-1 + fluorescein TGE RNA, fluorescence polarization; inhibition, % at 5.96 µM; 320,000 compounds, 0.44% hits; AID 2280;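 active = percent inhibition above a per-plate cutoff, the plate mean of test compounds plus 3 SD, cut at about 30% in these data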;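 also: 0% = DMSO wells with GLD-1 and probe and 100% = wells lacking GLD-1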
Bcl-xL primary = inhibitors of human Bcl-xL; Q07817; GST-Bcl-xL / FITC-Bim BH3 peptide fluorescence polarization; inhibition, % at 10.9 µM; 320,000 compounds, 0.7% hits;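 active = inhibition above the mean of all tested compounds plus 3 SD, cutoff set per campaign, cut at about 30% in these data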;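 also: 0% = DMSO wells and 100% = unlabeled Bim-BH3 peptide competitor; inhibitors lower millipolarization by displacing the labeled peptide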
Target sequence (Q07817 whole entry, looked up): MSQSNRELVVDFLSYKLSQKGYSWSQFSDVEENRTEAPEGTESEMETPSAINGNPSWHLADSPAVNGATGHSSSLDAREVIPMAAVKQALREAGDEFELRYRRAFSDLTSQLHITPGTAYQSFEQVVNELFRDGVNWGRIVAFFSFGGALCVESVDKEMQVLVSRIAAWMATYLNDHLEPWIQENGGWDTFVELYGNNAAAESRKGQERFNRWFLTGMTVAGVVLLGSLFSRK
VLA-4 inh = inhibition in a human VLA-4 binding assay | P13612 | VLA-4 expressing cells, ligand binding flow cytometry | inhibition, % (about 7 µM as worked out from the volumes in the protocol) | 330,000 compounds, 0.2% hits | AID 2557; in the data active = inhibition above about 50%
GRK2 aptamer HTS = blocks RNA aptamer binding to human GRK2. P25098. inhibition of aptamer binding, % at 10 µM. 330,000 compounds, 0.59% hits. bead flow cytometry, FAM-aptamer displacement from GRK2. AID 488847;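 active = inhibition of aptamer binding above 40%, roughly 3 SD of noise, on plates passing a quality check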;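 also: median bead fluorescence of bound FAM aptamer so fluorescent compounds give negative values; no value below 0 was filed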
Target sequence (P25098 whole entry, looked up): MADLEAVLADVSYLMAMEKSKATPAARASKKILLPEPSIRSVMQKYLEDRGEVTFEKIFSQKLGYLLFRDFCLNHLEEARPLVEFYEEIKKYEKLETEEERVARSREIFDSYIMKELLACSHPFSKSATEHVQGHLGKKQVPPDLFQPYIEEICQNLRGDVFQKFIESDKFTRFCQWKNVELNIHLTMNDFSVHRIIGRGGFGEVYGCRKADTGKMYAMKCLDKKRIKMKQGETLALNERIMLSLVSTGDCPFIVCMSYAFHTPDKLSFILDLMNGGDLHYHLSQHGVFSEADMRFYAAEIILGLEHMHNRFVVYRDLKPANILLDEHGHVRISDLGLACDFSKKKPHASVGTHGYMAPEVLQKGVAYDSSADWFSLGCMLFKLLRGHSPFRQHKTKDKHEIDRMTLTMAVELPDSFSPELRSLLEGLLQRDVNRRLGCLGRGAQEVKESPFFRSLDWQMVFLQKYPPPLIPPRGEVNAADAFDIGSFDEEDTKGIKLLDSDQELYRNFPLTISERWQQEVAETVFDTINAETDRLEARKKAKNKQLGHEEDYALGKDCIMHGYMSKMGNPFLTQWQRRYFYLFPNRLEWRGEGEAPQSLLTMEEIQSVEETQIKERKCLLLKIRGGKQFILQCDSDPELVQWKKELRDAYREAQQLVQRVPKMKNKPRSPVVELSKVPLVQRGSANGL
Yeast superoxide = lowers age-related superoxide in aged yeast cells; S. cerevisiae aged cells, superoxide DHE fluorescence; active compounds read low; superoxide response (% of plate mean), % at 10 µM; 330,000 compounds, 0.18% hits; AID 2690;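 active = superoxide response under a set limit, about three screen SD below normal, cut at about 65% in these data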;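 also: yeast aged for seven days with compound at 30 °C before DHE staining; 100% = average MFI of all compound-treated wells on the plate with controls excluded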
MEX-5 binding = C. elegans MEX-5 TCR-2 RNA binding activity | Q9XUB2 | MEX-5/FITC-TCR2 RNA binding, fluorescence polarization; active compounds read low | activity score (negative = inhibition of binding), % at 10 µM | 300,000 compounds, 0.38% hits;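 active = inhibition past about -25% in most replicates, and total fluorescence under double the plate's negative control median, limit read from the data; inconclusive = replicates evenly split on the limit, or fluorescence at least double controls; inactive = too little inhibition in most replicates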;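 also: 0% = DMSO and -100% = 5 µM competing unlabeled TCR2 RNA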
AGP1 TOR yeast = yeast TOR pathway AGP1-GFP modulation; S. cerevisiae AGP1-GFP multiplex flow cytometry, 3 h; GFP as percent of DMSO wells; GFP response vs DMSO, % at 10 µM; 320,000 compounds, 0.02% hits;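 active = GFP response relative to DMSO above a set limit, near screen average plus 3 SD, cut at about 150% in these data; inconclusive = fewer than 70 cells counted for the yeast strain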;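 also: median GFP channel fluorescence of the gated AGP1 strain per well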
CIT2-GFP yeast = alters CIT2-GFP fluorescence in TOR pathway yeast screen; S. cerevisiae CIT2-GFP strain, flow cytometry, 3 h; 100 means same as DMSO wells; GFP response vs DMSO, % at 10 µM; 320,000 compounds, 0.065% hits; AID 2029;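 active = GFP response relative to DMSO above a set limit, near the screen mean plus 3 SD, cut at about 150% in these data; inconclusive = Fewer than 70 cells measured for a yeast strain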;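 also: ratio of well median GFP fluorescence to mean of DMSO wells on the plate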
Numbers without * were called inactive; ? = inconclusive; · = no result given.

SMILES	MCL1-BIM inh	GLD-1 TGE inh	Bcl-xL primary	VLA-4 inh	GRK2 aptamer HTS	Yeast superoxide	MEX-5 binding	AGP1 TOR yeast	CIT2-GFP yeast
CCOc1ccc(NS(=O)(=O)c2ccc(N)cc2)cc1	-3	-1	-2	12	0	101	-0.1	99	94
CN(Cc1cccc(C(F)(F)F)c1)Cc1nc(-c2cnccn2)no1	3	0	6	4	3	97	0.7	97	92
CCC1CCCCN1C(=O)c1cc(-c2ccc(Cl)c(Cl)c2)on1 (stereo not given)	-7	3	-3	20	0	124	-2.6	102	96
CC(C)=C1Cc2ccccc2C1=O	1	-1	0	9	0	79	0.7	95	98
CN1CCN(c2ccc(NC(=O)c3ccc(Cl)cc3Cl)cc2)CC1	-2	7	4	20	2	87	1.8	95	103
CCOc1ccc(C2/C(=C(/O)c3ccc4c(c3)CC(C)O4)C(=O)C(=O)N2CC2CCCO2)cc1 (stereo not given)	·	·	·	1	0	95	2.1	95	85
Cc1nnc(SCC(=O)Nc2cccc(C(F)(F)F)c2)[nH]c1=O	-9	8	-2	-3	0	98	-2.2	105	96
COc1ccc(Br)cc1C1NC(=O)NC(C)=C1C(=O)N(C)C (stereo not given)	-2	-2	3	23	4	88	1.0	107	104
COCCNC(=S)N1CCC(C(=O)c2ccc3c(c2)OCCO3)CC1	4	7	6	8	1	103	1.9	104	102
Cc1cn(C2OC(COC(=O)c3ccccc3)C(O)C2Cl)c(=O)[nH]c1=O (stereo not given)	3	2	2	-6	0	104	-1.0	107	118
Cc1sc2ncnc(SCC(=O)N3CCOCC3)c2c1C	-4	5	3	-8	1	117	·	104	96
Cc1nc(NC(=O)CN2CCN(c3cccc(Cl)c3)CC2)sc1C(=O)N(C)C	8	4	4	-6	0	99	0.2	82	87
COc1ccnc(Oc2ccccc2)c1-c1ncn[nH]1	4	5	5	2	2	88	2.8	98	103
CCNC(=O)C12CCC(C)(C(=O)C1Br)C2(C)C (stereo not given)	1	11	0	·	7	99	-0.6	98	93
COC(=O)c1cc(-c2ccc(S(=O)(=O)N3CCCCC3)cc2)c(C(F)(F)F)s1	3	-3	5	2	4	80	-3.4	100	112

Ordered by molar mass (highest first): part of the list above
SMILES	MCL1-BIM inh	GLD-1 TGE inh	Bcl-xL primary	VLA-4 inh	GRK2 aptamer HTS	Yeast superoxide	MEX-5 binding	AGP1 TOR yeast	CIT2-GFP yeast
COC(=O)c1cc(-c2ccc(S(=O)(=O)N3CCCCC3)cc2)c(C(F)(F)F)s1	3	-3	5	2	4	80	-3.4	100	112
COc1ccnc(Oc2ccccc2)c1-c1ncn[nH]1	4	5	5	2	2	88	2.8	98	103
CC(C)=C1Cc2ccccc2C1=O	1	-1	0	9	0	79	0.7	95	98

Additional entries
SMILES	MCL1-BIM inh	GLD-1 TGE inh	Bcl-xL primary	VLA-4 inh	GRK2 aptamer HTS	Yeast superoxide	MEX-5 binding	AGP1 TOR yeast	CIT2-GFP yeast
Cc1cc(NC(=O)c2ccc(S(=O)(=O)N(C)CC3CCCO3)cc2)no1 (stereo not given)	-4	1	-6	6	5	91	3.7	105	102
COC(=O)C1=C(C)NC(C)=C(C(=O)OC)C1/C=C/c1ccccc1	0	-1	2	-2	1	96	-1.3	105	95
Cc1nc(-c2cc(C#N)c(Sc3ccc(Cl)cc3Cl)nc2C)cs1	1	4	3	-6	4	110	3.5	107	100
COc1ccc(CCNC(=O)COc2ccc(S(=O)(=O)NC(C)C)cc2Cl)cc1OC	1	-1	2	-6	1	102	-0.7	102	99
Cc1ccc2[nH]c(=O)c(COC(=O)C3CCCO3)cc2c1 (stereo not given)	8	3	4	3	1	103	2.2	104	107
Cc1ccc(NC(=O)Cn2c([N+](=O)[O-])cnc2C)cc1	1	4	6	-3	1	99	1.0	108	100
COc1ccc(S(=O)(=O)N2CCN(C(=O)c3cc(-c4ccc(Br)cc4)n[nH]3)CC2)cc1OC	1	3	0	2	0	112	1.6	100	106
COc1cc(C)nc(Oc2ccc(OCc3ccccc3)nn2)n1	5	-10	0	8	1	112	0.4	100	89
O=C(NCCN1CCOCC1)c1c(O)nc2ccccn2c1=O	2	-8	-1	6	0	83	1.8	94	96
Nc1nc(-c2ccc(Cl)cc2)c(S(=O)(=O)c2ccccc2)s1	1	-1	2	-14	1	91	3.3	101	97
Fc1ccccc1-c1ccc(/C=N/Nc2nc3ccccc3[nH]2)o1	-23	-4	-16	16	1	96	0.8	96	95
N#C/C(=C/c1ccc([N+](=O)[O-])cc1)C(=O)Nc1ccccc1O	-5	8	3	-1	0	93	-0.3	101	101
O=C(Nc1ccccc1NC(=O)c1c(F)cccc1F)c1c(F)cccc1F	-2	7	1	-4	0	97	0.6	101	99
COC(=O)C1=C(C)N2C(=O)CSC2=NC1c1ccc2c(c1)OCO2 (stereo not given)	-3	-5	-4	6	0	93	0.1	98	95
COCCCNC(=O)/C=C1\Sc2ccccc2N(Cc2ccccc2F)C1=O	2	1	2	27	0	101	-4.6	102	97
COc1cccc(C2=NNC(=NCc3ccccc3)SC2)c1	7	1	5	8	0	95	0.1	115	103
Cc1ccc(NC(=O)C(C)NS(=O)(=O)c2ccc(F)cc2)cc1C (stereo not given)	5	-13	3	-228	2	116	1.2	97	104
COc1cccc(-c2nc(NCC3CCCO3)c3ccccc3n2)c1O (stereo not given)	-13	3	-2	-12	0	90	-2.9	102	105
CCN(C(=O)COC(=O)/C=C/c1c(C)nn(Cc2ccc(C)cc2)c1C)C1CCS(=O)(=O)C1 (stereo not given)	2	8	1	-4	1	96	3.7	96	87
O=C1c2ccccc2C(=O)c2c1ccc1c(=O)n(-c3ccccc3)[nH]c21	13	4	4	5	1	109	-0.1	99	106
CCN(CC)C(=O)CSc1nnc(-c2cc(OC)cc(OC)c2)o1	3	4	2	15	0	108	-2.5	101	98
CC(=O)CC1(O)C(=O)N(CN2CCN(c3ccccc3)CC2)c2ccccc21 (stereo not given)	9	5	5	15	1	95	-0.1	97	93
COc1ccc(CN(C)C(=O)C23CC4CC(CC(Cl)(C4)C2)C3)c(OC)c1OC	1	3	7	7	0	102	-0.4	101	93
COc1ccc(S(=O)(=O)NCCSc2ccc(C)cc2)cc1OC	-6	0	-1	11	0	106	-0.1	100	97
O=C1CCCN1c1ccc(S(=O)(=O)N2CCCCC2)cc1[N+](=O)[O-]	0	-7	1	4	10	99	-0.6	105	111
O=C(CSc1nc(=O)n(CCCN2CCOCC2)c2c1CCC2)Nc1ccc(F)cc1	9	4	4	0	0	95	0.0	102	97
Cc1cc(NC(=O)c2ccc3c(c2)C(=O)N(Cc2ccccc2)C3=O)no1	-2	-8	5	-2	0	89	-0.4	97	105
COc1ccc(NC(=O)CN(C)C(=O)/C=C/c2cn(-c3ccccc3)nc2-c2cccs2)cc1	-27	-2	-6	20	0	85	0.6	101	98
Cc1nc(NS(=O)(=O)c2ccc(Br)cc2)c2c3c(sc2n1)CCC3	7	3	6	25	0	94	1.3	99	97
CCOc1ccc2nc(NC3=NC(C)(C)C=C(C)N3)nc(C)c2c1	2	-1	9	3	0	100	-1.7	101	98
Nc1ccc(-n2nc3ccccc3n2)cc1	7	0	-1	0	0	105	-2.3	87	87
CCOC(=O)c1c(NC(=O)c2ccn(CC)n2)sc2c1CCC2	7	3	3	0	4	123	-4.8	91	96
COc1cccc(C(C2C(=O)CC(C)(C)CC2=O)C2C(=O)CC(C)(C)CC2=O)c1	5	4	6	1	0	102	-1.6	87	87
C[C@@H]1CC=C[C@H]2[C@H]1C(=O)N(Cc1ccccc1)[C@H]2c1ccc(-c2ccoc2)cc1F	10	10	6	17	1	100	-0.1	94	94
COc1ccc(NC(=O)Nc2cccc3c2O[C@H](CN(C)C(=O)Nc2ccc(C(F)(F)F)cc2)[C@@H](C)CN([C@H](C)CO)C3=O)cc1	·	8	·	-9	0	124	·	114	105
C=CCCCCCCCCC(=O)N1CCN(c2cc3c(cc2F)c(=O)c(C(=O)O)cn3CC)CC1	3	1	3	16	0	105	5.2	93	94
O=C(N/N=C/C(Br)=C/c1ccccc1)c1ccc([N+](=O)[O-])cc1	1	-2	4	4	0	91	-0.4	96	107
O=C(COC(=O)C1CCC1)Nc1ccc(OC(F)F)cc1	-3	-6	0	8	4	112	1.2	99	99
CCN(c1ccccc1)S(=O)(=O)c1ccc(F)c(C(=O)O)c1	7	-2	6	-3	1	90	0.8	108	113
CN(C)c1nc(N(C)C)n(C(=O)c2cccs2)n1	2	11	2	-11	0	103	-1.3	98	97
CCCOC1CCCN(C(=O)CCc2nnc(Cc3cccc(C)c3)o2)C1 (stereo not given)	-4	4	2	4	1	80	-0.8	103	102
COc1ccc(C(=O)N(Cc2ccccc2)c2cccc(C)c2)cc1S(=O)(=O)N1CCOCC1	1	5	4	8	0	99	1.5	116	123
O=[N+]([O-])c1cccc(-c2nc(-c3ccccc3)no2)c1	3	4	4	4	0	110	-0.4	104	101
COc1ccc(C2CC(=O)c3c(C)nc(N4CCN(Cc5ccccc5)CC4)nc3C2)cc1OC (stereo not given)	10	1	13	35	0	97	0.4	97	94
COCCCNCCCOc1ccc(C)cc1Br	-10	-1	-2	4	3	102	1.2	84	89
COc1cccc(NC(=O)CN(C)C(=O)CCc2nc3sc4c(c3c(=O)[nH]2)CCCC4)c1	6	1	7	6	0	101	0.1	88	89
COc1ccc(N/C=C(\C#N)c2nc3ccccc3n2C)c(OC)c1	-4	4	4	-24	5	90	-0.2	97	99
O=C(NC1CCCCCC1)c1cccnc1Sc1ccccc1	4	6	4	10	2	78	-3.3	106	100
COc1ccc(CNC(=O)c2cc(C3CC3)nc3c2cnn3C(C)C)cc1OC	-10	11	-6	-1	0	107	·	94	90
Cc1cc(NC(=O)C2CC(=O)N(c3ccccc3C)C2)no1 (stereo not given)	-9	-11	-4	11	2	94	-2.5	99	99
CC12CN3CC(C)(CN(C1)C3c1ccc([N+](=O)[O-])o1)C2 (stereo not given)	3	-1	1	1	2	96	1.0	106	95
NC(=O)C1CCN(CC(=O)NCc2ccccc2)CC1	2	1	6	-3	4	103	-0.1	104	95
CN(Cc1ccccc1)C(=O)c1ccc(Cl)c([N+](=O)[O-])c1	-10	1	-5	1	1	109	-4.4	85	86
COC(=O)c1ccc(NC(=O)COC(=O)COc2cccc3c2OC(C)(C)C3)cc1	1	-2	-2	19	1	100	·	98	98
Cc1sc2nc(SCC(=O)N3CCOCC3)[nH]c(=O)c2c1-c1ccccc1	-3	-8	0	-1	93*	108	3.0	101	103
CCn1c(CCNC(=O)c2ccc(OC)cc2)nnc1SCc1ccc(Cl)c(Cl)c1	8	6	6	0	2	82	2.2	107	107
CCn1nc(C)c(/C=C2\CCCC3=C2OC(N)=C(C#N)C3c2c(C)nn(CC)c2C)c1C (stereo not given)	72*	53*	76*	17	0	108	?	77	106
NC(=O)c1nsc(C(=O)N(CC(=O)NC2CCCCC2)c2ccc(Cl)cc2)c1N	3	-7	5	-1	0	103	-0.3	102	99
O=C1CN(C(=O)CNCc2ccccc2Cl)c2ccccc2N1	7	-2	7	5	0	103	-2.7	91	103
CCc1ccc(CNC(=O)C2CCN(S(=O)(=O)N3CCC(C)CC3)CC2)cc1	-1	-3	0	6	0	92	1.0	103	109
Cc1cccc(-[n+]2c(C)cc(C)c3c(=O)[nH]c(=O)[nH]c32)c1	17	3	20	9	0	98	-7.0	98	99
Cc1cc(C)n2nc(SCC(=O)N/N=C/c3ccc(F)cc3)nc2n1	0	0	0	11	8	111	-0.4	94	92
